NOD2 inhibition – NOD2 signaling inhibitors, cell-based, luminescence, uHTS, HEK293 (AID 1566); actives 0.63% (n = 290,000); inhibition, % at 4 µM; hits with a dose series show EC50 in µM; HEK293 NOD2/NF-kB luciferase reporter, luminescence; higher % means a stronger effect; in the data active means inhibition above about 50%; further: many of its hits are not listed in these tables
Autophagy HCS – autophagy modulators in MEF cells, primary screen, imaging, high-content, MEF GFP-LC3; MEF GFP-LC3 puncta imaging; test concentration mostly 10 µM; actives 0.98% (n = 190,000); AID 463193, 2010; calls only at 10 µM (by protocol);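 active means percentage of spot-positive cells more than 3 SD above its plate mean, without a fluorescence outlier flag or 80% toxicity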;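 further: spot-positive cell cutoff set from DMSO-treated cells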
Ins promoter up – insulin promoter activators in MIN6 cells, imaging, high-content screening, mouse beta cells; z-score at 5 µM; MIN6 insulin promoter-GFP reporter; stronger effect = higher value; actives 0.3% (n = 190,000);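 active means z-score above 3 at 5 µM with at least 500 cells counted in the well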
M17LAP inhibition – P. falciparum M17LAP inhibitors, primary screen, biochemical, fluorogenic H-Leu-NHMec substrate, 1536-well (AID 1619); Leucine aminopeptidase (Plasmodium falciparum (isolate 3D7)); recombinant M17LAP, H-Leu-NHMec fluorogenic kinetic assay; higher % means a stronger effect; inhibition, % at 30 µM, or IC50 in µM where a hit was titrated; actives 0.38% (n = 220,000);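 active means compound inhibiting the enzyme by more than half at any dose during confirmatory dose-response retesting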;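 further: plate controls were full reaction with DMSO carrier for no effect and no enzyme background for full effect; strong numbers were not always called active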
MT stabilize HCS – microtubule stabilizers in HeLa cells, primary screen, imaging, high-content imaging; HeLa tubulin immunostaining HCS, 24 h; share of cells brighter than vehicle mean+2SD; AID 2205, 2009; actives 0.83% (n = 200,000); % tubulin-high responders, % at 10 µM;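 active means plate Z-score above 3 for both tubulin-high and condensed-nucleus cell shares, with cell loss under 80%, at 10 µM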;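 further: anti alpha tubulin signal scored within the nucleus-defined area of each cell; some results filed as inactive read as strong as hits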
NOD1 inhibition – NOD1 signaling inhibitors, primary screen, cell-based, luminescence, uHTS (AID 1578). actives 1% (n = 290,000). NOD1-driven NF-kB luciferase reporter cells, luminescence; higher % means a stronger effect. one-dose inhibition, % at 4 µM; EC50 in µM for titrated hits; in the data active means inhibition mostly above about 36%, no sharp cut-off; inactive means mostly below about 34%;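 further: HEK-293T reporter cells stimulated with the NOD1 agonist gamma-tri-DAP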
b-catenin transl – modulators of beta-catenin nuclear translocation, primary screen, imaging, HeLa cells, immunofluorescence, high-content | actives 0.3% (n = 190,000) | AID 1665, 2009 | nuclear translocation activity, % at 5 µM;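 active means nuclear translocation activity above 50% at 5 µM, with a well cell count of 50 or more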;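 further: per-cell ratio of nuclear to cytoplasmic median beta-catenin stain intensity; plate controls were DMSO negative control for no effect and GSK-3 inhibitor IX positive control for full effect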
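assay system = human HeLa cells, endogenous beta-catenin | times = compound treatment 24 h, 37°C, 5% CO2 | detection = Anti-beta-catenin immunofluorescence on PFA-fixed, Triton-permeabilized cells, DAPI nuclei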
Yfh1-off respiration – enhancers of respiration in Yfh1-depleted yeast, dose response, Friedreich's ataxia, plus single-dose screen (AID 1465) | S. cerevisiae Yfh1-off respiration, WST-1 reduction, 72 h; higher fold induction means a stronger effect | fold induction at 50 µM; hits with a dose series show EC50 in µM | actives 0.074% (n = 220,000);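 active means fold induction of absorbance versus untreated yeast above a set limit, then at least 30% activation at any dose in follow-up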;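 further: activators that raise dye reduction in frataxin-depleted yeast; strong numbers were not always called active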
Dynein cargo inh – inhibitors of GR-EGFP nuclear translocation, primary screen, dynein cargo transport inhibitor project, imaging, high-content, 3617.4 mouse cells; actives 0.47% (n = 220,000); test concentration mostly 20 µM; stimulated with dexamethasone, 1 µM; stronger effect = lower value; z-score, hits read low; AID 1381, 2008;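 active means plate z-score of nuclear minus cytoplasmic receptor signal below a set negative limit, without overly bright fluorescence or cell loss, cut at about -3.5 in these data, passing the limit was not always enough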;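 further: z-score of nuclear minus cytoplasmic ring GR-EGFP intensity difference per well; some compounds called inactive have numbers as strong as hits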
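Buffer or medium: tet-free medium with charcoal-stripped serum / Also added: dexamethasone agonist, 1.0 µM final, for 30 min / Timing: induction 48 h, compound 1 h, agonist 30 min / Measured by: high-content fluorescence imaging after fixation / Read-out: nuclear-to-cytoplasmic GR-EGFP distribution per well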
Dynein cargo inh cytoplasmic EGFP – second read-out of Dynein cargo inh, no call of its own (marks repeat the call); z-score; measured here: cytoplasmic GR-EGFP intensity; stronger effect = higher value
Dynein cargo inh nuclear GR-EGFP – further read-out of Dynein cargo inh, marked with its call; z-score; measured here: nuclear GR-EGFP intensity;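 lower value marks the stronger effect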
Dynein cargo inh cell count – also measured in Dynein cargo inh; calls as there; z-score; measured here: cell count per field
Ins promoter up cell count – further read-out of Ins promoter up, marked with its call; cell count; measured here: cytotoxicity, nuclei count;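 total cells summed across four imaged fields per well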
b-catenin transl cell count 5 µM – second read-out of b-catenin transl, no call of its own (marks repeat the call); cell count; measured here: cell count, cytotoxicity flag
MT stabilize HCS Hoechst-high % – recorded beside MT stabilize HCS, whose call it bears; % Hoechst-high responders; measured here: nuclear condensation Hoechst responders;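 share of cells brighter than vehicle mean plus two SD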
MT stabilize HCS cytotoxicity % – second read-out of MT stabilize HCS, no call of its own (marks repeat the call); toxicity, %; measured here: cytotoxicity by cell density;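 0% = mean cell density of plate MIN control wells and 100% = no cells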
Autophagy HCS cell loss 18 h – second read-out of Autophagy HCS, no call of its own (marks repeat the call); toxicity, %; measured here: cell loss, nuclei count;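 cell loss after 18 h compound exposure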
* hit, by the source's call; i = inactive; · = no result given. An excerpt; the hit share may differ from the screen's.

SMILES | NOD2 inhibition | Autophagy HCS | Autophagy HCS cell loss 18 h | Ins promoter up | Ins promoter up cell count | M17LAP inhibition | MT stabilize HCS | MT stabilize HCS Hoechst-high % | MT stabilize HCS cytotoxicity % | NOD1 inhibition | b-catenin transl | b-catenin transl cell count 5 µM | Yfh1-off respiration | Dynein cargo inh | Dynein cargo inh cytoplasmic EGFP | Dynein cargo inh nuclear GR-EGFP | Dynein cargo inh cell count
O=C(NN1C(=O)C2C(C1=O)C1C=CC2C12CC2)c1ccccc1 (stereo not given) | 7% | i | 9 | -0.15 | 1141 | 1% | 3.1 | 2.1 | 7.6 | -22% | 1.7 | 1020 | i | -0.78 | -0.29 | -0.43 | 0.73
Cc1cc(NC(=O)Cn2nc([N+](=O)[O-])c(Br)c2C)no1 | 8% | i | -11 | -0.42 | 1501 | -4% | 1.5 | 1.6 | 9.0 | -31% | 0.0 | 1541 | i | -0.98 | -0.22 | -0.37 | -0.35
Cc1ccc(CNC(=O)CCNS(=O)(=O)c2ccc3c(c2)c(=O)n(C)c(=O)n3C)cc1 | -1% | i | 20 | · | · | 14% | 3.0 | 2.4 | 23 | -1% | · | · | i | 0.5 | -0.28 | 0.37 | -0.39
CCOn1c(=O)c(=O)n(O)c2ccccc21 | 0% | i | -7 | -0.32 | 1413 | 2% | 2.0 | 2.1 | 7.8 | -52% | 1.4 | 977 | i | 1.2 | -0.27 | 0.95 | -0.9
CC1Cc2ccccc2N1C(=O)COc1ccc2c(c1)OCO2 (stereo not given) | -51% | i | 6 | 0.02 | 1327 | -3% | 7.4 | 1.9 | 8.9 | -59% | -2.0 | 1119 | i | 1.8 | -0.34 | 1.3 | -1
COc1cccc(CN(C)CC(=O)Nc2cccc(S(N)(=O)=O)c2)c1OC | 8% | i | 1 | -0.41 | 1407 | -4% | 4.1 | 3.0 | 3.9 | -5% | -0.3 | 931 | i | 2.7 | -0.14 | 0.7 | -1.5
CC(=O)c1c(C(C)=O)c(C)n(NC(=O)c2cccnc2)c1C | 9% | i | -7 | 0.52 | 982 | 4% | 4.1 | 3.2 | 7.9 | -3% | 0.4 | 636 | i | -0.13 | -0.25 | -0.12 | 0.38
CCOc1ccc(OCC)c(N=c2oc3c(C)ncc(CO)c3cc2C(N)=O)c1 | 1% | i | -9 | 0.05 | 1462 | -3% | 2.2 | 2.3 | 2.9 | 23% | -3.6 | 962 | · | -0.48 | -0.22 | -0.12 | 0.62
CCCCNC(=O)C1CCN(S(=O)(=O)c2c(C)noc2/C=C\c2ccc(OC)cc2)CC1 | -11% | i | 3 | 0.07 | 953 | 18% | 1.9 | 0.2 | 1.6 | -23% | 0.6 | 1161 | i | -1 | -0.052 | -0.55 | 0.5
O=C(O)c1ccc(N/N=C/C2=C(N3CCOCC3)C(=C\c3ccccc3)/CC2)cc1 | 21% | · | · | -0.5 | 1169 | 15% | · | · | · | -8% | 0.7 | 1355 | i | -0.14 | 0.3 | -0.013 | 0.2
Cc1nc2sc(C)c(C)c2c(=O)[nH]1 | -18% | i | -2 | 2.3 | 1735 | -6% | 3.9 | 2.2 | 0.2 | 1% | 1.9 | 1129 | i | -0.35 | -0.2 | -0.018 | 0.37
Nn1cc(-c2ccccc2)nc1SCC(=O)NC1CCS(=O)(=O)C1 (stereo not given) | -10% | i | 13 | -0.73 | 981 | 1% | 2.6 | 2.2 | 11 | -2% | -0.1 | 1143 | i | -0.55 | -0.23 | -0.12 | 0.62
CC(C)NC(=S)N/N=C/c1cc(Br)ccc1O | 0% | i | -9 | -0.43 | 1293 | 2% | 2.5 | 1.7 | 2.8 | -5% | -1.7 | 1132 | i | -0.2 | -0.24 | 0.19 | -0.33
COC(=O)Cn1c(C)c(C#N)c2ccccc21 | 16% | i | 1 | 0.84 | 1124 | 5% | 2.8 | 1.5 | 1.1 | -12% | -2.1 | 1037 | i | -0.91 | -0.18 | -0.39 | 0.054
COc1ccccc1-c1nnc2n1N=C(C(C)(C)C)CS2 | 3% | i | 11 | 0.27 | 1328 | -8% | 5.1 | 2.1 | 3.8 | -10% | -2.8 | 1234 | i | -0.76 | -0.3 | -0.65 | -0.86
CC1SC(c2ccc(F)cc2)NC1=O (stereo not given) | -3% | i | -14 | -1.4 | 1492 | -5% | 2.1 | 1.3 | 4.3 | -30% | 0.1 | 1521 | i | 0.55 | -0.32 | -0.26 | 0.57
COc1ccc(C2C(C(=O)OCC(=O)Nc3ccc(C)cc3)CCC(=O)N2c2ccc(OC)cc2)cc1 (stereo not given) | -8% | i | -6 | 0.01 | 852 | -2% | 4.2 | 1.8 | 8.6 | -23% | · | · | i | -0.39 | -0.26 | -0.23 | 1.1
Cc1cc[n+](-c2[nH]c(=O)sc2/C=N/N=C(\[O-])c2ccccc2)cc1C | 15% | i | 18 | 0.21 | 1066 | 19% | 6.4 | 3.0 | 10 | 3% | 0.6 | 1016 | i | 0.023 | -0.11 | 0.31 | 0.48
Cc1ccnc(NS(=O)(=O)c2ccc(NC(=O)c3ccc(S(=O)(=O)N4CCOCC4)cc3)cc2)n1 | 14% | i | 6 | 0.22 | 1241 | 12% | 4.1 | 2.8 | 10 | -24% | -5.9 | 607 | i | 4 | -0.19 | 1.6 | -1.8
CS(=O)(=O)N(CC(=O)NCc1ccc2c(c1)OCO2)c1ccc(Cl)cc1 | -34% | i | -13 | -0.75 | 1210 | -2% | 4.7 | 3.3 | 6.0 | -17% | -5.2 | 922 | · | 0.11 | -0.21 | 0.23 | -0.14
CC(CC(=O)N1CCc2ccccc21)c1ccccc1 (stereo not given) | -14% | i | -3 | · | · | 17% | 1.0 | 1.2 | 8.4 | -30% | -14 | 1186 | i | 0.52 | 0.11 | 0.18 | -0.37
Cc1nn(Cc2n[nH]c(=S)n2Cc2ccccc2)c(C)c1Cl | 22% | i | 7 | -0.83 | 1364 | -13% | 3.5 | 1.6 | 9.9 | · | 0.8 | 1362 | i | 2.1 | -0.041 | 1.7 | -1.6
Cc1ccc(OC(=O)Nc2ccccc2)cc1 | -40% | i | 12 | 0.15 | 1365 | 0% | 2.5 | 2.0 | 2.8 | -39% | 0.1 | 1068 | i | -0.74 | -0.29 | -0.093 | 0.6
C=CCNc1nc(Nc2ccc(OC)cc2)nc(OCC)n1 | 17% | i | 0 | -0.49 | 945 | -7% | 0.8 | 1.0 | 6.1 | -8% | 1.6 | 1078 | i | 0.11 | -0.28 | -0.068 | 0.38
COc1ccc(Cl)cc1NC(=O)CN1CCCCCC1 | -9% | i | -17 | 1.4 | 1282 | 28% | 6.7 | 2.1 | 5.2 | -24% | -2.2 | 1077 | i | -1.1 | -0.23 | -0.62 | 1.2
NC(=O)CCC(NS(=O)(=O)c1ccc(Cl)cc1)C(=O)NCc1ccccc1Cl (stereo not given) | 3% | i | -4 | 0.17 | 1333 | -22% | 2.0 | 3.4 | 5.5 | -22% | 1.2 | 889 | i | -0.13 | -0.16 | -0.29 | -0.083
CCC(=O)n1nc(-c2ccccc2)nc1SCC(=O)Nc1ccc(C)cc1 | -3% | i | -20 | · | · | 12% | 4.1 | 2.5 | 8.1 | 36% | · | · | i | 0.03 | 0.28 | -0.18 | 0.85
Cc1ccc(C(=O)NCCNc2ccc(Cl)cc2[N+](=O)[O-])o1 | 4% | i | 17 | 0.13 | 1528 | 11% | 2.6 | 1.6 | 7.4 | 12% | -1.6 | 1391 | i | 0.32 | -0.2 | 0.89 | -0.036
CN(C)c1ccc(NC(=O)CN2C(=O)CC(c3ccccc3)=Nc3ccccc32)cc1 | -24% | i | 13 | -0.1 | 1468 | 19% | 4.9 | 3.7 | 7.3 | -42% | -5.9 | 967 | i | -0.76 | -0.32 | -0.17 | 0.56
Cc1ccc(C(=O)NCC(=O)OCC(=O)Nc2ncc(C(F)(F)F)cc2Cl)cc1 | 16% | i | 4 | -0.2 | 1499 | -5% | 2.1 | 2.1 | 7.7 | -9% | 3.7 | 1062 | i | -0.84 | 0.11 | -0.33 | -0.002
CCCCn1c(SCc2ccc(Cl)cc2)nc2c1c(=O)[nH]c(=O)n2C | 19% | i | -9 | 0.07 | 1083 | 7% | 3.1 | 2.4 | 7.4 | 27% | 1.3 | 904 | i | -0.69 | -0.24 | -0.49 | 0.46

Gathered by group: the entries above containing two or more sulfur atoms
SMILES | NOD2 inhibition | Autophagy HCS | Autophagy HCS cell loss 18 h | Ins promoter up | Ins promoter up cell count | M17LAP inhibition | MT stabilize HCS | MT stabilize HCS Hoechst-high % | MT stabilize HCS cytotoxicity % | NOD1 inhibition | b-catenin transl | b-catenin transl cell count 5 µM | Yfh1-off respiration | Dynein cargo inh | Dynein cargo inh cytoplasmic EGFP | Dynein cargo inh nuclear GR-EGFP | Dynein cargo inh cell count
Nn1cc(-c2ccccc2)nc1SCC(=O)NC1CCS(=O)(=O)C1 (stereo not given) | -10% | i | 13 | -0.73 | 981 | 1% | 2.6 | 2.2 | 11 | -2% | -0.1 | 1143 | i | -0.55 | -0.23 | -0.12 | 0.62
Cc1ccnc(NS(=O)(=O)c2ccc(NC(=O)c3ccc(S(=O)(=O)N4CCOCC4)cc3)cc2)n1 | 14% | i | 6 | 0.22 | 1241 | 12% | 4.1 | 2.8 | 10 | -24% | -5.9 | 607 | i | 4 | -0.19 | 1.6 | -1.8

High-throughput results: PubChem, several laboratories
